Bioassay records: PubChem, Small Molecule Screening Facility, UW Madison
RMI-FANCM inh: disruptors of RMI1/RMI2 association with MM2 peptide – biochemical, fluorescence polarization, human, primary screen; RMI core complex (RMI1/RMI2) binding to FANCM MM2 peptide, human; 70,000 compounds, 0.58% hits; RMI core complex with F-MM2 peptide; hits give low values; AID 1159607, 2016; FP signal (polarization) at 33 µM; in the data active = FP signal below about 40; note: inactives centre near 61; strong numbers were not always called active; unit not given here
Numbers without * were called inactive.

SMILES	RMI-FANCM inh
Cc1ccc2[nH]c3c(=O)n(C(C)c4ccccc4)cnc3c2c1 (stereo unspecified)	64
OC(COc1ccc(Cl)c2ccccc12)CN1CCN(c2ccc(F)cc2)CC1 (stereo unspecified)	67
CC(=O)COc1ccc2c(C)c(-c3ccc(Cl)cc3)c(=O)oc2c1	57
CCOc1ccc(C)cc1S(=O)(=O)Nc1ccc2c(c1)N(C(=O)c1ccccc1)CCC2	74
Cc1onc(-c2ccccc2)c1C(=O)N/N=C\c1cc(Br)ccc1O	50
CCOc1ccc(S(=O)(=O)Nc2ccc3c(c2)CN(C(C)=O)CC3)cc1F	75
O=C1c2cccc3c(O)ccc(c23)C(=O)N1Cc1cccnc1	-61
COc1ccccc1NC(=O)N1CCN(c2ccc(-c3ccncc3)nn2)CC1	68
O=C(CCN1C(=O)c2ccccc2S1(=O)=O)Nc1cccnc1	54
Cc1nc(-n2nc(-c3cccs3)cc2NC(=O)C2CC(=O)N(c3ccc(F)cc3)C2)[nH]c(=O)c1C (stereo unspecified)	62
Oc1c(Cl)cc(Cl)cc1C=Nc1ccc2n[nH]nc2c1	25*
CC(=O)Nc1cccc(NC(=O)CSc2nc(CC(=O)NCc3c(F)cccc3F)cs2)c1	62
O=S(=O)(Nc1ccc(Br)cc1)N1CCOCC1	66
O=C(Oc1cccc(C(F)(F)F)c1)c1cnn2c(C(F)(F)F)cc(C(F)(F)F)nc12	50
CCOC(=O)c1cc(-c2ccccc2)sc1NC(=O)C=C(C)C	64
COc1ccc(CCNc2ccc(C(=O)N3CCN(C(C)=O)CC3)cc2S(=O)(=O)Nc2cccc(C(F)(F)F)c2)cc1OC	56
COCCN1CCC(CNC(=O)C(=O)Nc2cc(C)nc3ccccc23)CC1	76
CCOc1ccc(C(=O)CSCCC(=O)O)cc1	59
COc1ccc(F)cc1S(=O)(=O)NCCCn1nc(-c2cccs2)ccc1=O	67
COC(=O)CSc1nnc(-c2c[nH]c3ccccc23)n1-c1cc(OC)ccc1OC	63
O=C(CSc1nc2scc(-c3ccco3)c2c(=O)n1-c1ccccc1)N1CCOCC1	74
Cc1c(C)c(C)c2[nH]c(SCc3nc(-c4cc(C(F)(F)F)cc(C(F)(F)F)c4)no3)nc2c1C	53
COc1cc(-c2noc(C3CC(=O)N(c4cc(C)ccc4C)C3)n2)cc(OC)c1OC (stereo unspecified)	67
COC(=O)c1ccc(C(=O)Nc2nc(-c3ccc4c(c3)OCCO4)cs2)cc1	65
Cc1cccc(N2C(=O)c3oc4ccc(F)cc4c(=O)c3C2c2cccnc2)n1 (stereo unspecified)	65
Cc1cc(C)n(-c2ncnc3sc(C)c(-c4ccccc4)c23)n1	71
O=S(=O)(CCc1ccccc1)NCC1CCN(Cc2cccs2)CC1	76
Cc1ccc(C)c(NC(=O)CSc2nc3cc(-c4ccccc4)sc3c(=O)n2C)c1	75
CC(C)c1c(O)c(-c2cc3c(c(C(C)C)c2O)CCC2C(C)(C)CCC[C@]32C)cc2c1CCC1C(C)(C)CCC[C@]21C (stereo partly specified)	66
COc1cc2[nH]c3c(=O)n(CC(=O)Nc4ccc(C(C)C)cc4)cnc3c2cc1OC	119

Laid out differently: results already given.
| SMILES | RMI-FANCM inh |
| --- | --- |
| Cc1onc(-c2ccccc2)c1C(=O)N/N=C\c1cc(Br)ccc1O | 50 |
| CCOc1ccc(S(=O)(=O)Nc2ccc3c(c2)CN(C(C)=O)CC3)cc1F | 75 |

(continued)
SMILES	RMI-FANCM inh
O=C(O)/C=C/C(=O)Nc1ccc(C(=O)O)c(O)c1	52
Cn1c(=O)c2c(SCc3ccc(F)cc3)ccnc2n(C)c1=O	55
COc1ccccc1-c1n[nH]c(=S)n1N	53
COc1ccc(N2CC(NC(=O)C(C)(C)CCl)CC2=O)cc1OC (stereo unspecified)	64
CC(C)C(=O)Nc1ccc(C(=O)NCCNC(=O)c2ccc(-c3ccccc3)cc2)cc1	79
Cc1ccc(S(=O)(=O)NNC(=O)CCc2nc(-c3ccc(Cl)cc3)no2)cc1	56
CCOc1ccc(NC(=O)CSc2nc3scc(-c4ccc(C)o4)c3c(=O)n2-c2ccccc2)cc1	76
O=c1cc(-c2ccc(F)cc2)ncn1Cc1ccccc1F	62
Cc1ccc(CNC(=O)CN2CCC(C(N)=O)CC2)cc1	65
O=C(NNC(=O)c1ccc(=O)n(Cc2ccc(Cl)cc2)c1)c1cccc(C(F)(F)F)c1	61
CC1=C(C)CC(C(=O)NCc2ccccn2)C(C(=O)O)C1 (stereo unspecified)	54
CC(C)CNC(=O)CC1NCCNC1=O (stereo unspecified)	58
OC(c1ccc(N(Cc2ccccc2)Cc2ccccc2)cc1)(C(F)(F)F)C(F)(F)F	113
CC12COC3(C(=O)Nc4ccc(F)cc4)CC1CCC32C (stereo unspecified)	62
S=c1[nH]nc2c(-c3ccccc3)c(-c3ccccc3)c(-c3ccccc3)nn12	54
O=C1[C@H]2CCCC[C@H]2C(=O)N1CCCCN1CCN(c2nsc3ccccc23)CC1	60
Clc1cccc(Nc2nc3c(s2)Cc2ccccc2-3)c1	60
Cc1ccc(NC(=O)c2ccc3c(c2)OCO3)c(C(=O)c2ccccc2)c1	67
CC(C)(C)c1cc(C2=NNC(O)(C(F)(F)F)C2)c2c(c1)C(C)(C)CC2 (stereo unspecified)	53
Cc1ccc(-c2csc(NC(=O)Nc3ccccc3)n2)cc1	56
CS(=O)(=O)NNC(=O)c1csc2ccc(Cl)cc12	61
Cn1nc(C(=O)Nc2ccc(Cl)c(Cl)c2)ccc1=O	63
O=C(O)c1ccc2c(c1)OCO2	64
Cn1cc(C(=O)N2CCOCC2)cc(NC(=O)c2ccc(C(C)(C)C)cc2)c1=O	61
O=c1[nH]c2ccccc2c(=O)n1CCSc1ccccc1	52
COC(CNS(=O)(=O)c1cn(C)c(=O)n(C)c1=O)OC	58
O=C(Nc1ccc2c(c1)CCCN2S(=O)(=O)c1cccs1)c1cccc(Br)c1	65
Cc1ccccc1-c1nc(N)nc(N)n1	54
COCCN1CCC(CNC(=O)c2ccc(C)c(C)c2)CC1	74
COc1ccc(C)c2sc(N(CCN3CCOCC3)C(=O)c3ccno3)nc12	67

Gathered by group, the compounds so far with bromine.
SMILES	RMI-FANCM inh
Cc1onc(-c2ccccc2)c1C(=O)N/N=C\c1cc(Br)ccc1O	50
O=S(=O)(Nc1ccc(Br)cc1)N1CCOCC1	66
O=C(Nc1ccc2c(c1)CCCN2S(=O)(=O)c1cccs1)c1cccc(Br)c1	65

Additional results:
SMILES	RMI-FANCM inh
O=C(Cc1ccc(F)cc1)NCCc1ccc(N2CCCC2)cc1	65
CCc1c2c(nc3sc(C(=O)Nc4ccc(-c5nc6ccccc6s5)cc4)c(N)c13)CC(C)(C)CC2=O	96
N#CC(C(=O)c1cccc(C(F)(F)F)c1)=C1SCCCCS1	54
O=C(C1CC1)N1CCc2ccc(NS(=O)(=O)C3CCCCC3)cc21	65
O=c1ccc(-c2ccncc2)n[nH]1	55
CCOc1cc(C(=O)Oc2coc(CSc3nnc(NC(=O)CC)s3)cc2=O)cc(OCC)c1OCC	53
c1cc2c(s1)SCc1cnc(C34CC5CC(CC(C5)C3)C4)nc1-2	55
Cc1nn(C)c(NC(=O)c2ccccc2)c1Br	54
COC(=O)c1cc(Cl)c(NC(=O)CN2C(=O)c3ccccc3C2=O)cc1OC	63
CN(C)c1ccsc1C(=O)NN	54
O=C(NCCC1=CCCCC1)c1c(O)nc2sccn2c1=O	56
COc1ccccc1Nc1nc(-c2c(-c3ccc(Cl)cc3Cl)noc2C)cs1	52
O=C(O)CCC(=O)Nc1nccs1	63
CCCNC(=O)NNC1=NCCc2ccccc21	56
O=C(NCCNS(=O)(=O)c1ccc2c(c1)CCCC2)c1ccc(NC(=O)C2CC2)cc1	72
COc1cccc(-c2csc(/C(C#N)=C\c3cccs3)n2)c1	62
CC1(C)OC2OC(C(=O)NCc3nc4ccccc4n3Cc3ccccc3)C3OC(C)(C)OC3C2O1 (stereo unspecified)	62
O=C(NCC1CCCO1)C(=O)Nc1ccc(F)c(Cl)c1 (stereo unspecified)	54
Cc1nc(SCC(=O)c2cc(C)n(-c3cccc(C(F)(F)F)c3)c2C)c2cc(-c3ccccc3)sc2n1	98
CCN1CCN(CC(=O)Nc2ccc3c(c2)OCCO3)C(=O)C1=O	58
O=C(NC1(O)C(=O)c2ccccc2C1=O)c1ccc(-c2csnn2)cc1	53
Cc1ccc(C)c2sc(N(Cc3ccccn3)C(=O)Cc3ccccc3)nc12	68
Cc1ccc(NC(=O)c2n[nH]c3ccccc23)cc1	68
O=C(CSc1nccc(-c2ccco2)n1)Nc1ccccc1Cl	56
O=C(Cn1cc(S(=O)(=O)Cc2ccccc2Cl)c2ccccc21)NCc1ccccc1	61
COc1ccc(OC)c2sc(N(Cc3ccccn3)C(=O)c3ccc(C#N)cc3)nc12	59
COc1ccc(S(=O)(=O)CCCC(=O)Nc2nnc(-c3ccc4c(c3)OCO4)o2)cc1	67
COCn1nnc2ccccc21	58
O=C(Cc1cc(-c2ccccc2)on1)N1CCOCC1	62
CCOC(=O)CC(NC(=O)c1cc2cccc(OC)c2oc1=O)c1ccccc1Cl (stereo unspecified)	62
O=C(c1ccccc1Cl)c1cc(Cl)ccc1NC(=O)c1cccn(OCc2ccc(F)cc2)c1=O	56
C1CNCCN1	64
O=S(=O)(CCc1ccccc1)NCC(c1cccs1)N1CCOCC1 (stereo unspecified)	52
CCC(=O)NC(C)c1nc2ccccc2n1Cc1ccc(Cl)cc1 (stereo unspecified)	65
COc1ccc(CSC2=NCN(C3CC(C)CC(C)(C)C3)CN2)cc1 (stereo unspecified)	82
COc1c(Cl)ccc(Cl)c1C(=O)NC(C)C	66
COc1cc2c(cc1OC)C(COc1cccc(C(F)(F)F)c1)N(C(=O)c1ccc(Cl)cc1Cl)CC2 (stereo unspecified)	79
COc1ccccc1NC(=O)c1ccn(C)n1	69
CSc1sc(C(=O)c2cccc([N+](=O)[O-])c2)c2c1C(=O)CC(C)(C)C2	60
CCOC(=O)c1cc(=O)c2cc(F)ccc2[nH]1	56
COC(=O)[C@@H]1OC(=O)C2OC23[C@@]1(C)CCC1[C@]2(C)C(C[C@@H](O)[C@]13C)C(C)(C)[C@H](OC(C)=O)C[C@@H]2OC(C)=O (stereo partly specified)	61
Cc1ccc(S(=O)(=O)/C(C#N)=C/N2CCN(c3cccc(Cl)c3)CC2)cc1C	71
Cc1ccc(N2CCn3c2nnc(C(=O)NCC2CCCO2)c3=O)cc1 (stereo unspecified)	56
CN(C)S(=O)(=O)c1ccc(NC(=O)Nc2ccc(Cl)cc2)cc1	66
O=C(NCc1cc(F)cc2c1OCOC2)c1cc(-c2ccc(Cl)cc2)oc1C(F)(F)F	56
CCCCN1C(=O)c2cccc3c(NC(=O)c4ccc(C#N)cc4)ccc1c23	80
Cc1nc(C(F)(F)F)ccc1-c1nnc(SCC(=O)c2ccc(Cl)cc2)o1	58
O=C(Nc1nc2c(s1)CCCC2)c1cccc(Br)c1	66
CCCCC1(O)CCN(Cc2ccccc2)CC1	55
COc1cc(OC)cc(-c2nc3n(n2)C(c2cccc(C)c2)C2=C(CCCC2=O)N3)c1 (stereo unspecified)	69
O=C(O)/C=C/C(=O)Nc1ccc(-n2nccc2C(F)(F)F)cc1	53
O=C(Nc1cccc(Cl)c1)c1c(O)c2ccccc2n(-c2ccccc2)c1=O	61
Cc1nn(C2CCS(=O)(=O)C2)c2nc(-c3cccs3)cc(C(=O)NCc3ccco3)c12 (stereo unspecified)	65
Cc1c(C)n2c3c(=O)n(CC(=O)c4ccc(Cl)cc4)c(=O)n(C)c3nc2n1C	53
Cc1ccc(-n2nnc(-c3nc(-c4ccc5c(c4)OCO5)cs3)c2C)cc1C	82
CC(C)S(=O)(=O)/C(C#N)=C/NN1CCOCC1	64
COc1ccc(OC)c(-n2c(CNC(=O)c3ccc(C)c([N+](=O)[O-])c3)nnc2SCC(=O)Nc2nnc(C)s2)c1	63
Cc1sc2ncnc(SCC(=O)NCC3CCCO3)c2c1-c1ccc(Cl)cc1 (stereo unspecified)	74
Cc1onc(-c2ccccc2Cl)c1C(=O)NCCSCc1ccco1	55
Cc1ccc(-n2c(SCC(=O)Nc3cccc(C(F)(F)F)c3)nc3c(c2=O)SCC3)cc1	61

Part of the list above, set out differently.
| SMILES | RMI-FANCM inh |
| --- | --- |
| COc1cc(OC)cc(-c2nc3n(n2)C(c2cccc(C)c2)C2=C(CCCC2=O)N3)c1 (stereo unspecified) | 69 |
| O=C(O)/C=C/C(=O)Nc1ccc(-n2nccc2C(F)(F)F)cc1 | 53 |
| O=C(Nc1cccc(Cl)c1)c1c(O)c2ccccc2n(-c2ccccc2)c1=O | 61 |
| Cc1nn(C2CCS(=O)(=O)C2)c2nc(-c3cccs3)cc(C(=O)NCc3ccco3)c12 (stereo unspecified) | 65 |
| Cc1c(C)n2c3c(=O)n(CC(=O)c4ccc(Cl)cc4)c(=O)n(C)c3nc2n1C | 53 |
| Cc1ccc(-n2nnc(-c3nc(-c4ccc5c(c4)OCO5)cs3)c2C)cc1C | 82 |

(list continues)
SMILES	RMI-FANCM inh
O=C(COc1ccccc1F)Nc1cccc(N2CCCS2(=O)=O)c1	52
O=C(Nc1ccc(-c2ccc3nnc(-c4cccs4)n3n2)cc1)c1cccnc1Cl	54
O=C(Cc1csc2nc(-c3ccccc3)cn12)NC1CCCCCC1	63
CC(C)(C)C(=O)NCCOc1ccc2nnc(-c3ccccc3)n2n1	70
O=C(NCCN1CCN(c2ccccc2)CC1)C(=O)Nc1cccc(C(F)(F)F)c1	62
CSc1ccccc1C(=O)Nc1nnc(-c2cc(C)n(C)n2)o1	61
Cn1cc(Br)c(NC(=O)CSc2cc(C(F)(F)F)cc(C(F)(F)F)c2)n1	59
CC(=O)c1c(C)oc2c1cc(NS(=O)(=O)c1ccc(Br)cc1)c1ccccc12	28
CC(=O)c1ccc(NC(=O)Cn2nc3c(cc2=O)CCCC3)cc1	64

The list is partial; count on the stated rates, not on these rows.
